# Jurkat NFkB inh: lowers PMA/ionomycin-induced NF-kB signal in Jurkat cells; PMA/ionomycin-induced NF-kB luciferase reporter, luminescence; inhibition, % at 4 µM; 330,000 compounds, 0.53% hits; AID 435003
# Apaf-1 inh: inhibitors of human Apaf-1 apoptosome | 330,000 compounds, 0.71% hits | inhibition, % at 20 µM | AID 489030 | reconstituted apoptosome caspase-3 activity, DEVD-Rh110 fluorescence; active = inhibition of at least 40% at 20 µM;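 note: plate controls were DMSO wells for no effect and DEVD-CHO caspase inhibitor wells for full effect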
#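 Material: reconstituted apoptosome with Apaf-1, cytochrome c, caspase-9, procaspase-3, dATP; medium: pH 7.5 Hepes buffer with CHAPS, BSA, DTT; also added: cytochrome c and DEVD-Rh110 substrate; timing: 30 min plus 50 min, RT; signal: Rh110 fluorescence intensity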
# CCR6 antag: antagonists of human CCR6 receptor. P51684. CHO-K1 CCR6 PathHunter beta-arrestin, luminescence, CCL20-stimulated. inhibition, % at 20 µM. 340,000 compounds, 0.49% hits. AID 493098;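 active = compounds whose inhibition of the agonist-driven luminescence signal at 20 µM reaches about 50%, limit read from the data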;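 note: cells stimulated with CCL20 at 14 nM final; plate controls were DMSO with CCL20 for no effect and DMSO without agonist for full effect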
# UBC13 inh: human UBC13 polyubiquitination inhibition; P61088; inhibition, % at 20 µM; 330,000 compounds, 0.47% hits; UBC13 polyubiquitin chain formation, TR-FRET; AID 485273; in the data active = inhibition above about 45%, passing the limit was not always enough
# Target sequence (P61088 whole entry, looked up): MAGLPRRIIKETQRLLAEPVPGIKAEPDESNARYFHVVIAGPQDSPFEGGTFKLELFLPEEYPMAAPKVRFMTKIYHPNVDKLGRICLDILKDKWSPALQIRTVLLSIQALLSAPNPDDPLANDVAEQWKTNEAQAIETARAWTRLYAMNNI
# SENP8 block: blocks the human protease SENP8; purified SENP8, Z-RLRGG-aminoluciferin cleavage, luminescence; inhibition, % at 10 µM; 330,000 compounds, 1.2% hits
# Target sequence (Q96LD8 whole entry, looked up): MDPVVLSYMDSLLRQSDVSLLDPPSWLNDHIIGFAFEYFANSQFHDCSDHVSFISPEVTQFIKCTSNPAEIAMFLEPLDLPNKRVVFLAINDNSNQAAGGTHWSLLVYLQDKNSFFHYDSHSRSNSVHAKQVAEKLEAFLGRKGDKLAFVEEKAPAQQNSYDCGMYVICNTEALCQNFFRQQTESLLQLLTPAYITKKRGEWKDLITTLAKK
# Gli-Sufu antag: blocks Gli-Sufu signaling in a luciferase reporter. inhibition, % at 5 µM. Sufu-KO-LIGHT fibroblasts, Gli luciferase reporter luminescence. 340,000 compounds, 0.74% hits. AID 588413;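 active = inhibition above about 55%, limit read from the data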;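 note: 0% = DMSO-treated cells and 100% = wells with medium but no cells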
# 697 NFkB inh: inhibitors of the PMA/ionomycin-induced NF-kB reporter in 697 B cells | 697 B-cell NF-kB luciferase reporter, 16 h | inhibition, % at 4 µM | 330,000 compounds, 0.33% hits | AID 435022; in the data active = inhibition above about 35%
# EBI2 block: antagonists of human EBI2 receptor; EBI2 beta-arrestin recruitment, luminescence, 7a,25-OHC stimulated; inhibition, % at 5 µM; 360,000 compounds, 0.81% hits; AID 651636; in the data active = inhibition above about 38%;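 note: enzyme fragment complementation signal reports receptor beta-arrestin coupling in cells; 0% = agonist plus DMSO wells and 100% = wells without agonist; some results beyond the cut were filed as inactive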
# Target sequence (P32249 whole entry, looked up, the tested form may be a part): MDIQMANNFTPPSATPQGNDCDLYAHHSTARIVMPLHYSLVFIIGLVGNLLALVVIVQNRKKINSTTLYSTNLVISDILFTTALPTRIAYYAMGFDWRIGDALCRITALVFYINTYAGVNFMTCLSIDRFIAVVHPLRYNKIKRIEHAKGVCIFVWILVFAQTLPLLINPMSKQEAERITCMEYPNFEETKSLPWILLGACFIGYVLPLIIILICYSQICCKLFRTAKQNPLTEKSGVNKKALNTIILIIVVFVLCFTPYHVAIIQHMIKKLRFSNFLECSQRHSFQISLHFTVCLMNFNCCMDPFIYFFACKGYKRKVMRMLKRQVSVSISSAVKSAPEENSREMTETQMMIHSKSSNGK
# The depositor's hits bear a star; & = joins results of further samples. Cut-off read from the data, not from the text of the source, unless noted: active = inhibition above about 50%; inactive = the rest. A portion of the library (hit frequency here may not be typical).
# Keys – A = Jurkat NFkB inh; B = Apaf-1 inh; C = CCR6 antag; D = UBC13 inh; E = SENP8 block; F = Gli-Sufu antag; G = 697 NFkB inh; H = EBI2 block
> CC(=O)c1sc(N/N=C\c2ccc(C)cc2)nc1C
  A = -116	B = 20	C = 20	D = -2	E = -1	F = -45	G = -129	H = 16

> O=C(N/N=C\C=C\c1ccc2c(c1)OCO2)c1cccnc1
  A = -4	B = -6	C = 4	D = -17	E = -17	F = -21	G = 1	H = 10

> COCCn1c(=O)[nH]c(=O)c2c1nc(-c1ccc(-c3ccc(Cl)cc3[N+](=O)[O-])o1)n2Cc1ccccc1
  A = 4	B = 39	C = 36	D = -32	E = 21	F = 13	G = 21	H = 9

> COc1ccc(CC(=O)OCC(=O)NCc2ccccc2Cl)cc1
  A = -2	B = 1	C = 13	D = -3	E = -3	F = -2	G = 11	H = -1

> CCOc1ccc(NC(=O)CCN2C(=O)C3CCCCC3C2=O)cc1OCC (stereo not given)
  A = -1	B = 3	C = 15	D = -3	E = 1	F = 4	G = 11	H = 3

> CCOc1ccccc1NC(=O)CSc1ccc2nnc(-c3cccnc3)n2n1
  A = 2	B = 1	C = 14	D = 4	E = 1	F = 7	G = 3	H = 11

> O=C(O)CCCC(=O)Nc1ccccc1Br
  A = -2	B = -11	C = 3	D = -2	E = -8	F = 2	G = 18	H = -10

> O=C(CCCc1ccccc1)Nc1ccnn1C1CCN(Cc2ccc(CO)o2)CC1
  A = -1	B = 7	C = 15	D = -1	E = -5	F = 10	G = -6	H = 16

> CCOC(=O)C1CCN(c2c(NCCCN(CC)Cc3ccccc3)c(=O)c2=O)CC1
  A = 3	B = 6	C = -21	D = -16	E = -13	F = 3	G = -2	H = -6

> COc1ccc(NC(=O)CCN2CCCC(C)C2)cc1 (stereo not given)
  A = -10	B = -8	C = -7	D = 6	E = 2	F = -1	G = 15	H = 3

> NNC(=O)CSc1nnc(-c2ccccc2)n1-c1ccccc1
  A = -12	B = 5	C = -4	D = 2	E = -13	F = -1	G = -14	H = -7

> CCN=c1sc(C(=O)OC)cc(=O)n1CC
  A = 4	B = -19	C = -10	D = -2	E = 0	F = -7	G = -13	H = -13

> O=C(CN1CCN(c2ccccc2O)CC1)Nc1ccc(S(=O)(=O)N2CCCCCC2)cc1
  A = -15	B = 32	C = 7	D = -5	E = -6	F = 11	G = -42	H = -17

> CC1CCCCN1CC(=O)Nc1cc(S(=O)(=O)N2CCOCC2)ccc1N1CCCC1 (stereo not given)
  A = -2	B = -5	C = -2	D = -5	E = 6	F = 8	G = 10	H = 0

> Cc1ccc(NC(=O)C2CCN(S(=O)(=O)c3cccs3)CC2)cc1C
  A = 2	B = -6	C = 3	D = 6	E = 6	F = 18	G = 2	H = 24

# More structures follow:
# Keys – A = Jurkat NFkB inh; B = Apaf-1 inh; C = CCR6 antag; D = UBC13 inh; E = SENP8 block; F = Gli-Sufu antag; G = 697 NFkB inh; H = EBI2 block
> Cc1nc(SCC(=O)NC2CCS(=O)(=O)C2)c2c3c(sc2n1)CCCC3 (stereo not given)
  A = 3	B = 14	C = 9	D = 8	E = 1	F = -2	G = -7	H = 7

> CCCn1c(N)c(C(=O)CN2CCN(S(=O)(=O)c3cccc(Cl)c3)CC2)c(=O)[nH]c1=O
  A = -4	B = -4	C = 13	D = -2	E = -10	F = -17	G = -16	H = -8

> COc1cccc(CN2CCN(Cc3ccco3)CC2)c1
  A = -11	B = 8	C = -1	D = -2	E = 1	F = 4	G = 10	H = -1

> Cc1ccccc1NC(=O)NCCCN1CCN(C2CCCCC2)CC1
  A = -1	B = -6	C = 4	D = 5	E = 2	F = 4	G = 9	H = -2

> CC(C)c1ccccc1OCCCN1CCCC1
  A = 1	B = -2	C = 7	D = 4	E = 1	F = 50	G = 6	H = -8

> CC1Nc2ncnc(N3CCc4ccccc4C3)c2N(Cc2ccc(Br)cc2)C1=O (stereo not given)
  A = 32	B = 21	C = 30	D = -25	E = -4	F = -4	G = 5	H = 15&39

> CC(=O)Nc1ccc(NC(=O)C(C)OC(=O)CNS(=O)(=O)/C=C/c2ccc(C)cc2)cc1 (stereo not given)
  A = 7	B = 1	C = 1	D = -12	E = -10	F = -4	G = 8	H = 5

> COC(=O)COc1cccc2c(=O)n(CC(=O)N3CCC(C)CC3)ccc12
  A = -10	B = -1	C = 2	D = -3	E = -3	F = 8	G = 3	H = -2

> CCCCN(C(=O)c1cccc(N2C(=O)c3ccccc3C2=O)c1)c1c(N)n(CC(C)C)c(=O)[nH]c1=O
  A = -15	B = 5	C = 7	D = -14	E = -14	F = -2	G = -23	H = -11

> Cc1ccc(S(=O)(=O)NCc2ccccc2)cc1C(=O)NCCc1ccc(S(N)(=O)=O)cc1
  A = 6	B = -2	C = 3	D = 0	E = 4	F = -3	G = 7	H = -7

> CC(C)OC(=O)/C(C#N)=C/c1cn(Cc2ccccc2)c2ccccc12
  A = 6	B = 24	C = 18	D = -4	E = -15	F = 1	G = 5	H = 22

> CC(O)(c1ccccc1)C(c1ccccc1)C1CCCCN1 (stereo not given)
  A = -5	B = 2	C = 17	D = -8	E = -9	F = 2	G = 16	H = -2

> N#Cc1c(NCc2ccccc2)ccnc1Cl
  A = -2	B = -6	C = 11	D = 7	E = -1	F = 9	G = -18	H = -1

> COc1ccc(-n2c(SCC(=O)Nc3ccc(C(=O)O)cc3)nnc2-c2cccs2)cc1
  A = 7	B = 8	C = -4	D = -5	E = -2	F = 3	G = 3	H = -7

> CN(C)c1ccc(S(=O)(=O)N2CCCCC2)cc1NC(=O)CN1C(=O)NC2(CCCC2)C1=O
  A = 2	B = 8	C = 8	D = 0	E = -9	F = 3	G = 12	H = -12

# Other compounds:
# Keys – A = Jurkat NFkB inh; B = Apaf-1 inh; C = CCR6 antag; D = UBC13 inh; E = SENP8 block; F = Gli-Sufu antag; G = 697 NFkB inh; H = EBI2 block
> Cc1ccc(NC(=O)/C(C#N)=C/c2cc(C)n(-c3ccc(N4CCOCC4)c([N+](=O)[O-])c3)c2C)c(C)c1
  A = 31	B = 10	C = 3	D = 4	E = 1	F = -6	G = 3	H = 26

> CCCCNC(=O)CCSc1nc2nc(C)cc(C)n2n1
  A = 2	B = -13	C = 0	D = 0	E = -3	F = 3	G = 14	H = -8

> O=C1c2ccccc2C(=O)N1CCSc1nncs1
  A = 11	B = -29	C = 5	D = 6	E = -2	F = -5	G = 2	H = 0

> N/C(CS(=O)(=O)c1ccccn1)=N\OC(=O)c1ccccc1Cl
  A = -73	B = -24	C = 2	D = 5	E = -4	F = -42	G = -82	H = -3

> CSc1nc2nc(-c3cccc(C(F)(F)F)c3)ccn2n1
  A = -3	B = -5	C = -11	D = -2	E = 11	F = -2	G = 15	H = -9

> CC(=O)N(Cc1cc(=O)[nH]c2ccccc12)c1ccccc1C
  A = -12	B = 2	C = 11	D = 8	E = 16	F = -10	G = 2	H = -1

> O=C(CCn1c(=S)[nH]c2ccccc2c1=O)N1CCCCC1
  A = -17	B = 15	C = -2	D = 1	E = -10	F = -20	G = -10	H = -1

> CC(C)(C)c1ccccc1OCC(O)CN1CCN(c2ccccn2)CC1 (stereo not given)
  A = 1	B = 15	C = -2	D = 8	E = 6	F = 14	G = 3	H = 7

> CC(=O)CSc1nnc(CN2C(=O)CSc3ccc(C(F)(F)F)cc32)n1C
  A = -8	B = -5	C = 12	D = 1	E = 4	F = -1	G = 9	H = 0

> Cc1ccc(C2=NS(=O)(=O)N(C)C(C(=O)Nc3cc(C)n(CC(=O)N4CCCCC4)n3)=C2)cc1
  A = -1	B = -7	C = 18	D = -3	E = 2	F = -3	G = -15	H = 12

> CC(C)NC(=O)CC(=O)N/N=C/c1ccc(F)cc1
  A = -11	B = -9	C = -2	D = 7	E = 3	F = -31	G = 0	H = -2

> COc1cc(/C=C/C(=O)O)cc(S(=O)(=O)Nc2ccc3c(c2)CCC3)c1OC
  A = 11	B = 8	C = -4	D = -2	E = -6	F = -3	G = -5	H = 7

> O=C(Oc1coc(CSc2nnc(NC(=O)C3CC3)s2)cc1=O)c1ccccc1
  A = 10	B = 6	C = -16	D = 22	E = -5	F = -7	G = 24	H = 2

> CCc1nc2c(c(SC)nn2-c2ccccc2)c(N)c1C(=O)OC
  A = 0	B = 1	C = -21	D = 22	E = 5	F = -19	G = 8	H = -15

> O=C(Cc1n[nH]c(=O)c2ccccc12)Nc1ccc(-c2nnc3n2CCCCC3)cc1
  A = -6	B = -4	C = -7	D = 4	E = 8	F = 4	G = 17	H = -5

# (cont.)
# Keys – A = Jurkat NFkB inh; B = Apaf-1 inh; C = CCR6 antag; D = UBC13 inh; E = SENP8 block; F = Gli-Sufu antag; G = 697 NFkB inh; H = EBI2 block
> Cc1ccc2nc(SCC(=O)Nc3ccc(Cl)cc3)nc(=O)n2c1
  A = -6	B = 3	C = 11	D = -3	E = 8	F = -8	G = 14	H = 2

> CCCn1nnc(NC(=O)COc2ccc(CC)cc2)n1
  A = 2	B = -3	C = -12	D = 5	E = 0	F = -35	G = -1	H = 5

> CN(Cc1nc(-c2ccc(C(F)(F)F)cc2)no1)C1CCOCC1
  A = 13	B = 0	C = 11	D = 2	E = 15	F = 6	G = -5	H = 4

> CC(=O)N/C(N)=N/c1nc(=O)c2ccccc2s1
  A = -27	B = -5	C = 8	D = 6	E = -5	F = -39	G = -27	H = -3

> O=C(COC(=O)c1ccc(F)c(S(=O)(=O)N2CCOCC2)c1)NCc1ccccc1
  A = -6	B = 1	C = 0	D = -2	E = -3	F = -1	G = -23	H = 0

> O=C1C2CC=CCC2C(=O)N1CNc1ccccc1 (stereo not given)
  A = 1	B = 5	C = -3	D = -1	E = 0	F = 1	G = 12	H = -2

> O=C1[C@H]2[C@@H](/C=C/c3ccccc3)N3C(=O)CN(CC4CC4)C(=O)[C@@]3(Cc3ccccc3)[C@H]2C(=O)N1c1ccccc1
  A = 4	B = 17	C = -1	D = -14	E = 1	F = -8	G = -15	H = -9

> COc1ccc(CC(=O)N2CCNC2=O)cc1
  A = -4	B = 22	C = -6	D = -10	E = 3	F = -5	G = -18	H = 3

> COc1ccccc1N1CCN(C2CCCN(C(=O)c3csc(C)n3)C2)CC1 (stereo not given)
  A = 20	B = -9	C = 9	D = 9	E = 2	F = -2	G = 10	H = -1

> COc1ccc([N+](=O)[O-])cc1NC(=O)C(C)OC(=O)C1CCC1 (stereo not given)
  A = 9	B = 2	C = 8	D = -3	E = -1	F = 0	G = 0	H = 4

> Cc1nc(SCC(=O)NC(C)(C)C)c2c(-c3cccs3)csc2n1
  A = -1	B = -9	C = 22	D = 9	E = -6	F = 1	G = 6	H = 1

# Grouped by structure, the entries above with two or more sulfur atoms
# Keys – A = Jurkat NFkB inh; B = Apaf-1 inh; C = CCR6 antag; D = UBC13 inh; E = SENP8 block; F = Gli-Sufu antag; G = 697 NFkB inh; H = EBI2 block
> Cc1ccc(NC(=O)C2CCN(S(=O)(=O)c3cccs3)CC2)cc1C
  A = 2	B = -6	C = 3	D = 6	E = 6	F = 18	G = 2	H = 24

> Cc1nc(SCC(=O)NC2CCS(=O)(=O)C2)c2c3c(sc2n1)CCCC3 (stereo not given)
  A = 3	B = 14	C = 9	D = 8	E = 1	F = -2	G = -7	H = 7

> Cc1ccc(S(=O)(=O)NCc2ccccc2)cc1C(=O)NCCc1ccc(S(N)(=O)=O)cc1
  A = 6	B = -2	C = 3	D = 0	E = 4	F = -3	G = 7	H = -7

> COc1ccc(-n2c(SCC(=O)Nc3ccc(C(=O)O)cc3)nnc2-c2cccs2)cc1
  A = 7	B = 8	C = -4	D = -5	E = -2	F = 3	G = 3	H = -7

> O=C1c2ccccc2C(=O)N1CCSc1nncs1
  A = 11	B = -29	C = 5	D = 6	E = -2	F = -5	G = 2	H = 0

> CC(=O)CSc1nnc(CN2C(=O)CSc3ccc(C(F)(F)F)cc32)n1C
  A = -8	B = -5	C = 12	D = 1	E = 4	F = -1	G = 9	H = 0

> O=C(Oc1coc(CSc2nnc(NC(=O)C3CC3)s2)cc1=O)c1ccccc1
  A = 10	B = 6	C = -16	D = 22	E = -5	F = -7	G = 24	H = 2

> Cc1nc(SCC(=O)NC(C)(C)C)c2c(-c3cccs3)csc2n1
  A = -1	B = -9	C = 22	D = 9	E = -6	F = 1	G = 6	H = 1

# Assay outcomes as filed in PubChem BioAssay.
